Screening results deposited in PubChem by National Center for Advancing Translational Sciences (NCATS).
CHX counter: counter-screen hit for Shiga toxin inhibitors, cycloheximide; max response, %; cell reporter, cycloheximide protein synthesis inhibition counterscreen; 300,000 compounds, 12% hits; AID 2314; in the data active = max response mostly above about 13%, no sharp cut-off; inactive = mostly below about 14%; note: read at 38.3 µM for the half of the compounds with a filed dose; 0% is about no effect
TbPYK inhibitor: blocks Trypanosoma brucei pyruvate kinase; TbPYK enzyme, Kinase-Glo Plus ATP luminescence, 45 min; Potency, µM (top dose mostly 76.8 µM), for the others: top-dose activity, negative = inhibition, actives largely listed as inhibitors; 410,000 compounds, 0.12% hits; AID 624173; note: potency is the fitted concentration of half-maximal effect; % is set by controls: 0 for no effect and ±100 for the full control effect; nearly all actives have a fitted effect of over 50% in size
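Luminescence from Kinase-Glo Plus, added after a 45-minute room-temperature reaction, served as the end-point read-out. The enzyme and substrate were preincubated with compound before ADP (130 uM final) initiated turnover. Concentration-effect curves came from normalized qHTS data.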
Shiga inhibitor: Shiga toxin inhibition | Vero cells, Shiga toxin protein synthesis inhibition reporter | inhibition, % at 38.7 µM | 290,000 compounds, 9.2% hits; in the data active = inhibition mostly above about 28%, no sharp cut-off; inactive = mostly below about 43%; note: 0% is about no effect
Pf growth 96h: P. falciparum growth inhibition at 96 hour, primary screen for plastid delayed-death inhibitors; P. falciparum luciferase reporter growth, 96 h; Potency, µM (titrated, usually from 28.7 µM), inactives show at the highest dose activity change, negative = inhibition, hits mostly inhibitors; 320,000 compounds, 6.9% hits; note: potency is the fitted concentration of half-maximal effect; % is set by controls: 0 for no effect and ±100 for the full control effect
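Two parasite generations (96 h, 37 C, 5% CO2) of compound exposure in infected erythrocytes (0.05% parasitemia, 2% hematocrit). Luciferase-reporter P. falciparum; decreased luminescence indicates inhibited growth, aimed at apicoplast-acting delayed death.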
Pf growth 48h: P. falciparum growth inhibition at 48 hours (one generation). P. falciparum luciferase growth in erythrocytes, 48 h. Potency, µM (highest dose often 28.7 µM), for inactives: at the highest dose activity change, negative = inhibition, most hits filed as inhibitors. 310,000 compounds, 5.9% hits; note: potency is the fitted concentration of half-maximal effect; % is set by controls: 0 for no effect and ±100 for the full control effect
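In quantitative HTS format, infected erythrocytes bearing luciferase-reporter parasites were treated for a single generation at 37 C. Luminescence after adding detection reagent served as the growth measure.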
AMA1-RON2 inh: AMA1-RON2 (P. falciparum) interaction inhibition; AID 720542; AlphaScreen AMA1-biotinylated RON2 peptide binding; Potency, µM (top dose mostly 58.2 µM), for the others: at the highest dose activity change, negative = inhibition, most hits filed as inhibitors; 360,000 compounds, 0.2% hits;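 note: potency is the fitted concentration of half-maximal effect; 0% = vehicle wells and -100% = peptide control; nearly all actives have a fitted effect of over 45% in size; some results filed as inactive show a strong effect at the top dose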
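AMA1 (3D7) with his tag at 25 nM final met compounds first, then biotinylated RON2 peptide at 25 nM; detection used donor plus acceptor beads, 10 µg/mL apiece, read by AlphaScreen after 30 min at room temperature.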
LmPK inh: inhibitors of Leishmania mexicana pyruvate kinase | Q27686 | purified LmPK, Kinase-Glo ATP luminescence, 1 h | Potency, µM (series often up to 57.5 µM), without a hit: at the top dose activity change, negative = inhibition, actives largely listed as inhibitors | 290,000 compounds, 0.37% hits | AID 1721; note: potency is the fitted concentration of half-maximal effect; % is set by controls: 0 for no effect and ±100 for the full control effect
Target sequence (Q27686 whole entry, looked up): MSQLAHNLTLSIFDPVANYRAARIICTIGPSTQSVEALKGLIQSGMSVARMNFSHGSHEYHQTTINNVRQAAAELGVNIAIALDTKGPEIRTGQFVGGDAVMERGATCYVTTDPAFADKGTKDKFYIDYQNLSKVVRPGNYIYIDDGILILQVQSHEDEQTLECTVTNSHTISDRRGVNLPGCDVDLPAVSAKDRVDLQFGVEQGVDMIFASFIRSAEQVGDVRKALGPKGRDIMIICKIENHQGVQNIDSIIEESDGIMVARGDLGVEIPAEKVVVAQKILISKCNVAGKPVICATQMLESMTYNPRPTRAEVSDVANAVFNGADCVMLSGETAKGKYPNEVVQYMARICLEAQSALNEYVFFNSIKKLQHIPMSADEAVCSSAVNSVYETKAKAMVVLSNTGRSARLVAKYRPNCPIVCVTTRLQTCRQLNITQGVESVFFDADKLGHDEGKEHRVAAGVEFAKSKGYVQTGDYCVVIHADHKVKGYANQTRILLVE
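qHTS format; LmPK 0.1 nM; substrates PEP 0.5 mM and ADP 0.1 mM. One-hour room-temperature incubation, then coupled luciferase luminescence; 0.5 nM enzyme wells mark activation.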
An asterisk follows results filed as active; ? = inconclusive; / = no result given; & = joins results of further samples; [ ] = remark or other dose. Unless noted, calls come from the whole dose curve; as a rule, active = well fitted curve in the direction sought with a large enough effect; inconclusive = small, poorly fitted or top-dose-only effect, or another doubt; inactive = no such curve, though single readings can be large; an effect the other way counts as inactive or inconclusive.

Every second line gives: Pf growth 48h, Pf growth 96h, Shiga inhibitor, TbPYK inhibitor, AMA1-RON2 inh, LmPK inh, CHX counter
O=C(COc1cccc(NC(=O)c2cccc([N+](=O)[O-])c2)c1)c1ccc(Br)cc1
→ 109%[activator], 69%[activator], 7, -1%, -15%, 6%, 13
Cc1nnc(SCC(=O)NCc2ccccc2Cl)[nH]c1=O
→ 80%[activator], -2%, -20, -3%, 15%, 11%[11.5 µM], -4
CN(c1ccccc1)S(=O)(=O)c1cccc(NC(=O)c2cncc(Br)c2)c1
→ 10µM*, 8.3µM*, -5, 4%, 2%, 0%, -4
O=C1c2ccccc2C(=O)N1CC#CCN1CCN(C2CCCCC2)CC1
→ -1%, /, -6, -9%, -15%, 11%, 14
CCCCn1nnnc1NCc1cccnc1
→ 11%, 10%, 1, ?, 0%, -5%, -2
O=Cc1cn(Cc2ccccc2F)c2ccccc12
→ 6%, -29%, 1, 5%, -3%, -5%, 2
COc1ccc(N2C=C3C(=O)C(C)(OC(=O)CCc4ccccc4)C(=O)C=C3C=C2c2ccc(C#N)cc2)cc1 (centres undefined)
→ ?, ?, -6, -6%, -5%, 0%[11.5 µM], -2
COc1cc(OC)cc(C(=O)N(Cc2nc(-c3cccc(C)c3)no2)C(C)C)c1
→ -31%, /, -4, 6%, -9%, -1%, -1
CCn1cc(CN2CCC(C(=O)Nc3ccc(Oc4cccnc4)cc3)CC2)c(C)n1
→ ?, 5%, -35, -8%, -8%, -6%, -3
O=C(NC(=S)Nc1cccc(Cl)c1Cl)C1CC1
→ 12µM*, 3%, 14, 1%, 24%, 5%, 14
Cc1nc(C(=O)N2CCOCC2)sc1C1(C)CC(c2ccccc2)=NO1 (centres undefined)
→ 3%, 10%, 5, -5%, 11%, 6%, -1
COc1ccccc1C(=O)N1CCCC(c2nc(-c3cc(OC)c(OC)c(OC)c3)no2)C1 (centres undefined)
→ -21%, -6%, -3, 5%, 5%, 1%, -2
O=C(CC(CC(=O)c1ccc(Cl)cc1)c1ccccc1C(=O)O)c1ccc(Cl)cc1
→ 12%, -3%, /, 1%, 0%, -2%, 1
Cc1ccccc1NC(=O)c1cccc(OCc2c(C)noc2C)c1
→ 68%, ?, 6, 5%, 2%, -3%, 6
CCOc1c(Br)cc(CNc2ccc(N3CCN(C(C)=O)CC3)cc2)cc1OC
→ 72%[activator], ?, -4, -10%, -14%, 3%, 1
CCOC(=O)CCc1c(C)c2ccc(OCc3nn[nH]n3)c(C)c2oc1=O
→ 10%, -15%, -16, 2%, 4%, -4%, -9
O=C(NCc1ccco1)/C(=C/c1ccc(Br)cc1)NC(=O)c1ccco1
→ 23%, 30%, 7, -5%, -3%, 7%, 2
COc1ccc(C2C(C#N)=C(C)NC3=C2C(=O)CC(C)(C)C3)c(OC)c1 (centres undefined)
→ -28%, -17%, 43*, 5%, 7%, -5%, -3
Cc1ccc(S(=O)(=O)NCC(=O)Nc2ccc3c(c2)OCO3)cc1
→ 29%, 26%, 2, -3%, 8%, 0%, -2
Cc1oc2c(CN3CCCC3)c(O)ccc2c(=O)c1-c1ccc(Cl)cc1
→ ?, -2%, 28, -3%, 4%, -1%, 1
CCC(Oc1ccccc1)C(=O)N1CCN(c2ccccn2)CC1 (centres undefined)
→ -14%, -1%, 16, -12%, -3%, 1%, -3
NC(=O)c1c(NC(=O)c2cc3ccccc3o2)sc2c1CCC2
→ 4%, -12%, 72*, -4%, 2%, -8%, 36*
COc1ccccc1/C=C(\C#N)C(=O)Nc1ccc(S(N)(=O)=O)cc1
→ 6%, 60%[activator], -16, 4%, 12%, -1%, -2
CCOP(=O)(OCC)C1(O)C(=O)Nc2ccccc21 (centres undefined)
→ -6%, ?, -13, -4%, -5%, -1%, 1
O=S(=O)(Cc1noc(-c2ccccc2Cl)n1)c1ccccn1
→ 253%[activator], 138%[activator], 72*, 0%, ?, 2%, 41*
COc1cccc(C(=O)NCc2nnc(SCC(=O)Nc3nccs3)n2-c2ccccc2)c1
→ -2%, -15%, -5, -6%, -1%, 3%, -2
COc1ccc(C(=O)COC(=O)Cc2c[nH]c3ccccc23)c(OC)c1
→ -16%, 0%, /, -2%, -25%, /, /
C#CCN1CC(C)/C(=N/O)CC1C (centres undefined)
→ 21%, /, 9, 6%, -6%, -4%, 3
COc1cc(C#Cc2c(-c3ccccc3OC)oc3ccccc23)cc(OC)c1
→ ?, ?, /, 2%, 20%, /, /
Cc1nn(CC(=O)c2ccc(Br)s2)c(C)c1[N+](=O)[O-]
→ -12%, ?, -5, 0%, -5%, 1%, 0

Every second line gives: Pf growth 48h, Pf growth 96h, Shiga inhibitor, TbPYK inhibitor, AMA1-RON2 inh, LmPK inh, CHX counter
Cc1cc(C)n(-c2ccc(C(=O)OCC(=O)Nc3cc(S(C)(=O)=O)ccc3Cl)cc2)n1
→ 18%, -1%, /, 2%, 5%, /, /
COc1ccccc1CNC(=O)CCNS(=O)(=O)c1ccc2c(c1)oc(=O)n2C
→ ?, ?, -6, -6%&4%, -3%, -8%, -6
Cn1c(=O)c2c(ncn2CC(=O)OCC(=O)Nc2ccc(F)cc2F)n(C)c1=O
→ -11%, 19%, /, -9%, 17%, /, /
COc1cc(NC(=O)Cc2ccc(S(=O)(=O)N3CCOCC3)s2)c(OC)cc1Cl
→ ?, 8.3µM*, /, -4%, -21%, /, /
O=C(C1=NN(c2ccccc2)C2C(=O)N(c3ccccc3)C(=O)C12)c1ccccc1 (centres undefined)
→ 9%, 54%[activator], -10, -4%, 38%[activator][11.6 µM], 0%, 0
C=CCNCCCCOc1ccc(Br)cc1C
→ -21%, 9.3µM*, 15, 16%, 22%, -6%, -5
O=C(O)/C=C/c1cnn(-c2ccccc2)c1
→ 191%[activator], 381%[activator], 26, -17%, 11%, ?, 21*
CCCOC(=O)CCCN1C(=O)/C(=C2\SC(=S)N(CCCC(=O)OCCC)C2=O)SC1=S
→ -6%, -8%, -2, -9%, -10%, 0%, 0
Cc1cc(N/N=C/c2ccccc2Cl)nc(NCc2ccccc2)n1
→ 1.5µM*, ?, 24, 0%, -21%, -7%, 28*
Cc1cc(NC(=O)CCC(=O)N(Cc2ccco2)C2(C(=O)NC3CCCC3)CCCCC2C)no1 (centres undefined)
→ ?, 39%[activator], -7, -11%, -3%, 0%, -2
COc1ccc(C2C(C#N)=C(N)Oc3cc(N)ccc32)cc1 (centres undefined)
→ 5%, ?, 23, 1%, 0%, -2%, 2
CCCOc1ccc(C(=O)CCC(=O)OCC(=O)Nc2cc(C)on2)cc1
→ 9%, /, 15, /, /, 2%, 12
CCC(C)(C)C(=O)Nc1nnc(CCc2ccccc2)s1
→ 45%[activator], 1%, 80*, 3%, -5%, -2%, 39*
COc1cc2c(cc1NC(=O)CSc1ccccn1)oc1ccccc12
→ 19%, ?, 25, 1%, -11%, 0%, 15
CCN1CCN(S(=O)(=O)c2ccc(Cl)c(C(=O)N(C)Cc3ccc(Cl)cc3Cl)c2)CC1
→ -6%, 4%, -3, -3%, 28%, 3%, -2
Cc1ccc(C)c(N2CCN(C(=O)c3cc(S(=O)(=O)N4CCCC4)cn3C)CC2)c1
→ ?, 53%[activator], -9, 5%&-1%, -12%, 0%, -2
Cc1nnc(SCC(=O)c2c(N)n(C3CC3)c(=O)[nH]c2=O)n1-c1ccccc1
→ ?, ?, /, 4%, 7%, /, /
COC(=O)c1cc(=O)n(-c2c(Cl)cc(C(F)(F)F)cc2Cl)[nH]1
→ 22%, ?, 4, -21%, -9%, 0%, 5
Cc1ccc(S(=O)(=O)/N=C2/NC(=O)/C(=C/c3ccccn3)S2)cc1
→ 14%, /, -9, 3%, 3%, 9%, -2
COCc1cc(=O)[nH]c(Nc2nc(C)c3cc(OC)ccc3n2)n1
→ /, 87%[activator], -3, /, /, 0%, 6
COc1ccc(-n2nnnc2-c2ccc(S(C)(=O)=O)cc2Cl)cc1
→ -14%, 5%, -8, 2%, -8%, 4%, -3
O=C(NCCN1CCCCC1)c1cc(COc2c(F)cccc2F)on1
→ ?, ?, 0, 3%, 0%, -2%, 23
CN(C)S(=O)(=O)c1ccc(N2CCCC2)c(C(=O)Nc2nc3c(ccc4ccccc43)s2)c1
→ ?, 13µM*, -7, 5%, -5%, 0%, -2
COc1ccc(NC(=O)c2csc3c2CCCCC3)c(OC)c1
→ -19%, -11%, 44, -8%, -16%, -3%, 16*
N#Cc1cc2ccccc2n2nnnc12
→ 10%, 43%[activator], -4, 2%, 15%, -2%, -1
CCOc1cc(N2CCOCC2)c(OCC)cc1NC(=O)CN1CCCC(C)C1 (centres undefined)
→ ?, ?, -6, -2%, -19%, 0%, 15*
CCOc1cccc(CN2CCN(c3cccc(C(F)(F)F)c3)CC2)c1O
→ 2.3µM*, /, 23, -1%, -2%, 1%, 4
COc1ccc(CNc2oc(Cc3cccc4ccccc34)nc2C#N)cc1
→ ?, ?, 7, 0%, -26%, 4%, 11
COc1ccc(CCNC(=O)CN2CCN(S(=O)(=O)c3ccc(Cl)cc3)CC2)cc1OC
→ ?, /, -10, 2%, 0%, 0%, -1
COC(=O)C1=C(C)N(C)C(=S)N(C)C1c1cccc(Br)c1 (centres undefined)
→ ?, -1%, 2, 0%, -3%, -3%, -2

Every second line gives: Pf growth 48h, Pf growth 96h, Shiga inhibitor, TbPYK inhibitor, AMA1-RON2 inh, LmPK inh, CHX counter
Cc1ccc(S(=O)(=O)N2CCN(C(=O)CSc3ncn[nH]3)CC2)cc1
→ -24%, ?, /, -1%, 13%, /, /
CC(=O)Nc1ccc(NS(=O)(=O)c2c(Cl)cccc2Cl)cc1
→ -2%, ?, 14, -16%, 12%, 4%, -4
CN(C)CCCN(C(=O)COc1ccccc1)c1nc2cc3c(cc2s1)OCO3
→ ?, ?, 20, -1%, -9%, 4%, 11
CC[C@@H](C)[C@@H](C(=O)N1CCNCC1)n1cc(CCC(=O)O)nn1
→ 55%[activator], 72%[activator], -2, -5%, -2%, -1%, -1
COc1ccc(OC)c(-c2oc3ccccc3c(=O)c2O)c1
→ ?, ?, -4, -1%, 5%, -10%, -3
CN(C)CCCNc1c2c(nc3cc(-c4cccc(F)c4)nn13)CCC2
→ 7%, -6%, 14, 0%, 9%, 4%, 9
COc1cc(CNn2c(C)n[nH]c2=S)cc(Br)c1OCc1ccc(F)cc1
→ -14%, ?, -11, ?, 49%[activator], 3%, -3
